TrxR1 substrate: rat thioredoxin reductase 1 substrate activity; hit rate 0.01% among 390,000; purified TrxR1 substrate turnover, NADPH consumption readout; Potency, µM (top dose mostly 114 µM), inactives show at the highest dose activity change, negative = substrate turnover; also: % is scaled to controls: 0 for no effect and ±100 for the full control effect; nearly all actives have a fitted effect of over 50% in size
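Rat TrxR1, dispensed at 90 nM, was prereduced with 400 uM NADPH (final) for 5 min at ~22 deg C, then incubated with compound 15 min before 400 uM selenite. A first-read NADPH fluorescence drop versus no-compound background flagged substrates.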
Vif-APOBEC3G blk: blocks the Vif interaction with human APOBEC3G. HeLa A3G-eYFP + Vif (tagged APOBEC3G with the HIV-1 protein that degrades it), YFP fluorescence, overnight. hit rate 0.076% among 410,000. Q9HC16. Potency, µM (titrated, usually from 46.1 µM), without a hit: at the highest dose activity, negative = active, most hits filed as inhibitors;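 also: % is scaled to controls: 0 for no effect and ±100 for the full control effect; nearly all actives have a fitted effect of over 60% in size; hits raise eYFP signal because A3G escapes Vif-driven loss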
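Read-out is eYFP fluorescence (Ex 488/Em 500-530) from Vif-expressing HeLa A3G-eYFP cells; more signal means A3G escaped Vif-mediated degradation. Cells plated overnight, compound pinned in, incubated overnight at 37 deg C.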
RXFP1 agonist: activates the human relaxin receptor RXFP1; Q9HBX9; HEK293T-RXFP1 cAMP TR-FRET, 30 min; response scale: percent of porcine relaxin response, buffer zero; Potency, µM (titrated, usually from 57.5 µM), for inactives: at the top dose activation, hits mostly activators; hit rate 0.3% among 370,000; AID 2676; also: % is scaled to controls: 0 for no effect and ±100 for the full control effect; nearly all actives have a fitted effect of over 60% in size; many of its hits are not listed in these tables
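HEK293T cells stably expressing RXFP1 were pretreated with the PDE4 inhibitor Ro 20174, exposed to compounds for 30 min at 37C, lysed, and cAMP was read by TR-FRET. Data normalized to buffer (basal) and 29 nM porcine relaxin (100%).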
USP1 inh: inhibitors of human USP1/UAF1 deubiquitinase; O94782; recombinant USP1/UAF1, Ub-Rhodamine cleavage fluorescence; Potency, µM (top dose mostly 57.1 µM), for inactives: at the highest dose activity change, negative = inhibition, usual class: inhibitors; hit rate 0.23% among 390,000; AID 743255; also: % is scaled to controls: 0 for no effect and ±100 for the full control effect; nearly all actives have a fitted effect of over 60% in size; inactives centre near -12
Target sequence (O94782 whole entry, looked up): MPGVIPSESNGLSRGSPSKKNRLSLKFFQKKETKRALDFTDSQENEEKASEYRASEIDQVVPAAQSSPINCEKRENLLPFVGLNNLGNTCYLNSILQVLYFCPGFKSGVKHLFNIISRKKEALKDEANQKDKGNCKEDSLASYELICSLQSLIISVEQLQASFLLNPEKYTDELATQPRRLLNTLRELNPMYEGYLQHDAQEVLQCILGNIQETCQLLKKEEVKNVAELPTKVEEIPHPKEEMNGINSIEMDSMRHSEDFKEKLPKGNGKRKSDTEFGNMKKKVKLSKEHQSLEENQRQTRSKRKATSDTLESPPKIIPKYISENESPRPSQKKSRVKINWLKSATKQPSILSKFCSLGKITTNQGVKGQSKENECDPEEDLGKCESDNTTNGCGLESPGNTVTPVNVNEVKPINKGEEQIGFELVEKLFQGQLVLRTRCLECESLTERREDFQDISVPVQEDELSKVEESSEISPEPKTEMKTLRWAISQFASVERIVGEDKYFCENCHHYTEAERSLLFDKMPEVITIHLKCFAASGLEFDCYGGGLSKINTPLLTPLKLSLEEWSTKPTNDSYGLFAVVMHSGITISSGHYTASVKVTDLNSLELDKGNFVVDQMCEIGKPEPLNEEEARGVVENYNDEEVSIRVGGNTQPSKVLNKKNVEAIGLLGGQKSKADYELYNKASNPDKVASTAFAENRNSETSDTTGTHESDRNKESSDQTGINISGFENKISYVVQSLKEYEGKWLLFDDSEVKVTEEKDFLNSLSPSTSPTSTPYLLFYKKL
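High-throughput fluorogenic screen: 1nM USP1/UAF1 complex, Ub-Rho substrate 150nM final, 50mM HEPES pH 7.8 with 0.5mM EDTA, 0.1 mg/ml BSA, 1mM TCEP and 0.01% Tween-20.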
RGS4 inhibitor: inhibitors of human regulator of G protein signaling 4 | P49798 | Transcreener GDP fluorescence polarization, RGS4-accelerated GTP hydrolysis | Potency, µM (series often up to 114 µM), without a hit: at the highest dose activity change, negative = inhibition, hits mostly inhibitors | hit rate 0.039% among 390,000 | AID 504845; also: % is scaled to controls: 0 for no effect and ±100 for the full control effect; nearly all actives have a fitted effect of over 75% in size; some results filed as inactive show a strong effect at the top dose
Target sequence (P49798 whole entry, looked up): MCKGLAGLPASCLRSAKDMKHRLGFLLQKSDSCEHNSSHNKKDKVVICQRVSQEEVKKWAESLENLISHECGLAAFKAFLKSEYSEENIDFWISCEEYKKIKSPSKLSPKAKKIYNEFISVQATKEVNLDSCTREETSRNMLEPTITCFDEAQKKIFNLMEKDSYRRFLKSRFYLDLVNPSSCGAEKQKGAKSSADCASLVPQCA
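MLSMR compounds (23 nl, pin-transferred) preincubated 10 min at room temperature with a 500nM (2x) first reagent, then RGS4 at 900nM (2x) plus Transcreener GDP mix added; fluorescence polarization (620/688 nm) read before and after 90 min at 30 °C.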
TrxR1 inh: inhibitors of rat thioredoxin reductase 1 | O89049 | recombinant rTrxR1, NADPH fluorescence consumption, selenite substrate | Potency, µM (top dose mostly 114 µM), without a hit: top-dose activity change, negative = inhibition, hits mostly inhibitors | hit rate 1% among 390,000; also: % is scaled to controls: 0 for no effect and ±100 for the full control effect; nearly all actives have a fitted effect of over 65% in size
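Rat TrxR1 (90 nM in the dispensed reagent) was pre-reduced with 400 uM NADPH for 5 min at room temperature, then incubated with compound for 15 min. After 400 uM selenite was added, NADPH fluorescence (Ex 340/Em 450 nm) was followed for 8 min.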
IDH1 R132H inh: human IDH1 R132H inhibition. IDH1-R132H enzyme, NADPH consumption, diaphorase/resazurin fluorescence. Potency, µM (highest dose often 76.6 µM), for the others: at the top dose activity change, negative = inhibition, usual class: inhibitors. hit rate 0.093% among 390,000. AID 602179; also: % is scaled to controls: 0 for no effect and ±100 for the full control effect; nearly all actives have a fitted effect of over 65% in size
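IDH1-R132H (0.5 ug/mL dispensed) in pH 7.5 Tris buffer was preincubated 30 min with compound, then given a substrate mix of 0.016 mM NADPH and 2 mM alpha-KG for 80 min at room temperature; remaining NADPH was read by diaphorase/resazurin fluorescence.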
12-LOX inh: blocks human arachidonate 12S-lipoxygenase; Potency, µM (series often up to 108 µM), inactives show at the top dose activity change, negative = inhibition, actives largely listed as inhibitors; hit rate 1.1% among 580,000; purified 12hLO, xylenol orange hydroperoxide absorbance; also: % is scaled to controls: 0 for no effect and ±100 for the full control effect
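Purified human 12hLO at 150 nM in 25 mM Hepes, 0.01% Triton X-100, pH 7.0, preincubated 15 min at room temperature with compound. Reaction started with 40 uM arachidonic acid, 30 min at room temperature. Hydroperoxide measured by Fe-xylenol orange, 573/405 nm absorbance ratio.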
Vif-APOBEC3F blk: blocks the Vif interaction with APOBEC3F. HeLa A3F-eYFP + Vif (tagged APOBEC3F with the HIV-1 protein that degrades it), YFP fluorescence increase. Potency, µM (top dose mostly 46.1 µM), for the others: at the top dose activity, negative = active. hit rate 0.2% among 390,000. AID 602313; also: % of control where 0% means no effect; nearly all actives have a fitted effect of over 65% in size
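HeLa cells stably expressing Vif plus C-terminally eYFP-tagged A3F were seeded, incubated overnight at 37 deg C, dosed with compound, incubated overnight again at 37 deg C. Yellow fluorescence (Ex 488/Em 500-530) reported blocked Vif-mediated A3F-eYFP degradation.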
The depositor's hits bear a star; ? = inconclusive; / = no result given; & = joins results of further samples; [ ] = dose if it differs, or a comment. Calls follow the shape of the dose curve; as a rule, active = well fitted curve in the direction sought with a large enough effect; inconclusive = small, poorly fitted or top-dose-only effect, or another doubt; inactive = no such curve, though single readings can be large; an effect the other way counts as inactive or inconclusive. Potency is read from the fitted curve at half-maximal effect. Only part of the results is shown. The share of hits here may be higher or lower than overall.

Values run as follows: TrxR1 substrate, Vif-APOBEC3G blk, RXFP1 agonist, USP1 inh, RGS4 inhibitor, TrxR1 inh, IDH1 R132H inh, 12-LOX inh, Vif-APOBEC3F blk
(1) O=C(CCN1CCCCC1c1cccnc1)NCc1ccccc1 (configuration not stated)
→ -7%[57.1 µM], -8%, -0.9%, -15%, -14%, -37%, ?, 129%[activator], 3%
(2) CCOC(=O)C1CCCN(C(=O)Cn2ncc3c([nH]c4ccc(C)cc43)c2=O)C1 (configuration not stated)
→ 20%&36%, -6%&0%, 1.7%&-1.0%, ?, 31%&-5%, -6%&24%, -16%&-4%, 46%&-26%[activator], 1%&-1%
(3) O=C(O)CCn1[nH]c(=O)c2ccccc2c1=O
→ 0%, 2%, 13%, -27%, -12%, 7%, 11%, 0%, -4%
(4) COCCCN(C(=O)c1ccccc1)c1nc(-c2ccc(OC)cc2)cs1
→ -3%, 0%, 1.5%, -12%, 2%, 24%, 3%, ?, 4%
(5) COc1ccc2[nH]c(=O)c(CN(CC3CCCO3)S(=O)(=O)c3ccccc3F)cc2c1 (configuration not stated)
→ 23%, 0%, 1.6%, -8%, 7%, -9%, 5%, -2%, 9%
(6) Cc1nc(NC(=O)CSc2nc(N)cc(N)n2)sc1C
→ 4%, 1%, 2.6%, -6%, -16%, 17%, -5%, 0%, -8%
(7) COCCCNC(=O)c1ccc(Cn2c(=O)c3ccccc3n(CC(=O)NCc3ccco3)c2=O)cc1
→ 3%, ?, 3.7%, -23%, -19%, 12%, -1%, 19%, 7%
(8) Cc1ccc(-c2noc(CCC(=O)NCCc3ccccc3Cl)n2)cc1
→ 12%, 0%, 1.2%, -15%, -1%, 26%, 2%, /, 2%
(9) COc1ccc(CCNC(=O)c2c(Nc3ccccc3C)sc(C(=O)c3ccccc3)c2N)cc1OC
→ -3%[57.1 µM], -3%, -0.5%, -21%, 28%, 13%[57.1 µM], 5%, -1%, 1%
(10) COc1cc(/C=N/NC(=O)c2cccnc2)ccc1OCC(=O)Nc1ccccc1Cl
→ 11%[11.4 µM], -8%, -0.2%, -19%, -11%, 27%[11.4 µM], 2%, 8%, -2%
(11) CCN(CC)c1ccc(CN(C(=O)c2ccco2)C2CCS(=O)(=O)C2)cc1 (configuration not stated)
→ 9%[57.1 µM], 1%, 2.2%, -3%, -26%, 14%, 9%, -4%, -2%
(12) COC(=O)c1c(C)[nH]c(C(=O)OCC(=O)NC(C)(C)C)c1C
→ -5%, 0%, -0.9%, -10%, 18%, 12%, 3%, ?, 12%
(13) COc1cc2cc(CN(CCCN3CCOCC3)C(=O)Nc3ccccc3F)c(=O)[nH]c2cc1OC
→ 16%[57.1 µM], 2%, -0.4%, -7%, 21%, 18%[57.1 µM], -5%, 10%, 11%
(14) Cc1ccc(C(=O)N/N=C\c2ccc(Br)o2)o1
→ -14%, -1%, 0.5%, -9%, -27%, ?, -5%, -4%, 0%
(15) O=C(C1=C(O)C(=O)N(CCCN2CCOCC2)C1c1ccccn1)c1cc2ccccc2o1 (configuration not stated)
→ -26%[11.4 µM], 1%, 26%, -16%, -40%, -3%[11.4 µM], 0%, ?, 5%
(16) CCN(Cc1ccccc1)S(=O)(=O)c1ccc(F)c(C(=O)Nc2cc(C(F)(F)F)ccc2Cl)c1
→ -2%[57.1 µM], 2%, -0.6%, -16%, -5%, 11%[57.1 µM], 0%, -22%, -1%
(17) Cc1ccc(S(=O)(=O)Cn2nnnc2C(c2ccccn2)N2CCN(c3ccccc3)CC2)cc1 (configuration not stated)
→ 8%, 1%, 1.6%, 14%, 8%, 16%, 6%, -7%, -2%
(18) O=C(NC(=S)Nc1ccc(Oc2ccccc2)cc1)c1ccc(Cl)cc1
→ 9%, -8%, -1.2%, ?, -18%, -7%, 2%, ?, -4%
(19) O=C(N/C(=C/C=C/c1ccccc1)C(=O)N1CCOCC1)c1ccccc1Br
→ -4%[57.1 µM], 4%, -1.9%, -14%, -26%, -2%[57.1 µM], 0%, -2%, -7%
(20) C[C@@H](C(=O)Nc1ccc2ccccc2c1)[C@H]1C[C@]1(C)[C@H](N)c1ccccc1
→ 0%, 1%, /, /, 2%, 5%[57.1 µM], /, /, /
(21) CC(=O)c1cccc(NC(=O)c2cc(-c3ccc(Cl)s3)nc3ccccc23)c1
→ 66%[activator], -5%, ?, 2%, -7%, 0%, -31%, 4%, -10%
(22) COCc1c(Br)c(C)nc(OCC(=O)N/N=C/c2ccc(C)o2)c1C#N
→ -1%, -4%, 0.6%, -28%, -5%, 15%, -9%, 268%[activator], -2%
(23) COc1ccc(C(=O)Nc2cccc(C(=O)N3CCN(C)CC3)c2)cc1
→ 6%[57.1 µM], 1%, 0.0%, -23%, -10%, 7%[57.1 µM], 0%, 0%, -1%
(24) Cn1cccc1Cc1nnc(SCC(=O)N2CCN(c3ccccc3)CC2)n1-c1ccc(F)cc1
→ -6%, -1%, -1.2%, -22%, 6%, -9%, 3%, 22%, -1%
(25) COc1ccc(-c2cn3nc(N4CCCC(C(=O)Nc5cccc(OC)c5)C4)sc3n2)cc1 (configuration not stated)
→ -6%[57.1 µM], 3%, 1.6%, -2%, -4%, 5%[57.1 µM], -9%, ?, 0%
(26) Cc1[nH]nc2c1C1(CCOCC1)C(C#N)=C(N)O2
→ 2%, 1%, 0.8%, 3%, 13%, 7%, 3%, -2%, -12%
(27) c1ccc(-c2cc(-c3ccncc3)nc3ccc4ccccc4c23)cc1
→ 72%[activator], -17%, 2.7%, ?, -4%, 22%, ?, -5%, -2%
(28) O=C(Nc1ccccc1N1CCCC1)c1ccc([N+](=O)[O-])o1
→ -14%, -28%, -2.6%, -10%, 10%, ?, -11%, ?, -11%
(29) O=C(CC1C(=O)NCCN1CC1CCCCC1)NCc1ccc(Cl)cc1 (configuration not stated)
→ 7%, -1%, -1.1%, -15%, 12%, 5%, 2%, -20%, -7%
(30) COc1cccc(-c2ccc3nnc(SCC(=O)N4CCCC4)n3n2)c1
→ -5%[57.1 µM], -6%, 4.3%, -5%, -10%, -8%[57.1 µM], 7%, -14%, -10%
(31) CCSc1ccccc1C(=O)NCc1cccnc1
→ -3%, 2%, 0.3%, 1%, -7%, 33%, 2%, ?, -9%
(32) CCc1ccc(NC(=O)C2C3CCC(O3)C2C(=O)O)cc1 (configuration not stated)
→ 0%, 4%, 0.3%, -11%, 11%, 42%[2.29 µM], -7%, -15%, -2%
(33) NC(=O)c1ccc(NC(=O)COC(=O)c2ccc(Cl)nc2)cc1
→ -6%, 1%, 0.8%, -8%, 16%, -8%, -24%, 1%, 10%
(34) C#CCSc1nnc(-c2ccc(O)cc2)o1
→ 2%[57.1 µM], 3%, -1.0%, -12%, -29%, 13%[57.1 µM], 4%, -17%, 9%
(35) CCc1ccccc1S(=O)(=O)Cc1ccc(C(=O)NCc2ccc3c(c2)OCO3)o1
→ 4%[57.1 µM], 0%, 0.0%, -12%, -35%, -8%[57.1 µM], 15%, 244%[activator], 2%
(36) N#Cc1ccc(CN2CCN(C(=O)CN3C(=O)NC4(CCCC4)C3=O)CC2)cc1
→ -1%, 0%, 1.3%, -18%, 7%, -7%, 7%, 6%, -8%
(37) CCOC(=O)COc1ccc2cc(C(=O)OCC)c(=O)oc2c1
→ 467%[activator], 2%, 3.7%, -10%, -6%, ?, 4%, 6%, 1%
(38) COc1ccc(CNC(=O)C(=O)NCC(c2ccco2)S(=O)(=O)c2cccs2)cc1 (configuration not stated)
→ 9%[57.1 µM], 1%, -0.3%, -12%, -14%, 6%[57.1 µM], -2%, 1%, -3%
(39) O=C(Nc1cc(F)ccc1F)c1cc2nc(-c3ccco3)cc(C(F)(F)Cl)n2n1
→ 49%[activator][57.1 µM], -1%, 0.7%, -22%, -7%, 71%[activator][57.1 µM], 0%, ?, 4%
(40) COc1ccc(CC(NC(C)=O)C(=O)N2CCN(C(=O)Nc3cccc(F)c3)CC2)cc1OC (configuration not stated)
→ 5%, 0%, -0.5%, -21%, 1%, 26%, 10%, -6%, 1%
(41) COc1ccc(C)cc1NC(=O)N1CCCc2ccccc21
→ -15%, -5%, 4.9%, -15%, 4%, -14%, -3%, -2%, 1%
(42) O=C1OCCC1Sc1nnc(-c2ccc(Cl)cc2Cl)o1 (configuration not stated)
→ 9%[57.1 µM], -6%, 1.6%, -6%, -30%, 21%[11.4 µM], -1%, -14%, ?
(43) COC(Cn1c(-c2cccc(S(=O)(=O)N(C)C)c2)n[nH]c1=S)OC
→ -14%[57.1 µM], 0%, 4.0%, -19%, -16%, 13%[57.1 µM], 2%, ?, 3%
(44) CN1CCN(Cc2c(C(=O)N/N=C/c3cccc(Br)c3)nnn2-c2nonc2N)CC1
→ -2%, 0%, -1.5%, -12%, 9%, 15%, 10%, -2%, 0%
(45) C=CCNC(=O)C1CC(=O)N(c2ccc(OCC(=O)Nc3cccc(OC)c3)cc2)C1 (configuration not stated)
→ 6%, 1%, 0.9%, -5%, -14%, 25%, -3%, -14%, -5%
